12-LOX inh = Primary qHTS assay for inhibitors of human arachidonate 12S-lipoxygenase (ALOX12): Round 2. Polyunsaturated fatty acid lipoxygenase ALOX12 (Homo sapiens), P18054. purified 12hLO, xylenol orange hydroperoxide absorbance. Potency, µM (highest dose often 108 µM), inactives show top-dose activity change, negative = inhibition, actives largely listed as inhibitors. 580,000 compounds, 1.1% hits. AID 1671190, 2021; note: potency is the fitted concentration of half-maximal effect; % is set by controls: 0 for no effect and ±100 for the full control effect
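Purified human 12hLO at 150 nM in 25 mM Hepes, 0.01% Triton X-100, pH 7.0, preincubated 15 min at room temperature with compound. Reaction started with 40 uM arachidonic acid, 30 min at room temperature. Hydroperoxide measured by Fe-xylenol orange, 573/405 nm absorbance ratio.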
BAZ2B block = qHTS Assay for Inhibitors of BAZ2B. Potency, µM (highest dose often 114 µM), for the others: top-dose activity change, negative = inhibition, most hits filed as inhibitors. Bromodomain adjacent to zinc finger domain protein 2B (Homo sapiens), Q9UIF8. AlphaScreen BAZ2B-H3K14Ac peptide displacement. 360,000 compounds, 4.4% hits; note: potency is the fitted concentration of half-maximal effect; % is set by controls: 0 for no effect and ±100 for the full control effect; nearly all actives have a fitted effect of over 60% in size
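Complex of BAZ2B and biotin-H3K14Ac (50 nM apiece) forms over 30 min at RT, then faces library compounds up to 110 uM for another 30 min; AlphaScreen beads added, 20 min dark incubation, luminescence read.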
JMJD2A Tudor = qHTS Assay for Inhibitors of JMJD2A-Tudor Domain; Lysine-specific demethylase 4A (Homo sapiens), O75164; 390,000 compounds, 4.4% hits; AlphaScreen JMJD2A-Tudor / H3K4me3 peptide binding; Potency, µM (titrated, usually from 114 µM), for inactives: at the highest dose activity change, negative = inhibition, most hits filed as inhibitors; note: potency is the fitted concentration of half-maximal effect; % is set by controls: 0 for no effect and ±100 for the full control effect; nearly all actives have a fitted effect of over 50% in size
RGS4 inh = Inhibitors of Regulator of G Protein Signaling (RGS) 4: qHTS; Regulator of G-protein signaling 4 (Homo sapiens), P49798; Transcreener GDP fluorescence polarization, RGS4-accelerated GTP hydrolysis; Potency, µM (top dose mostly 114 µM), without a hit: at the top dose activity change, negative = inhibition, usual class: inhibitors; 390,000 compounds, 0.039% hits; note: potency is the fitted concentration of half-maximal effect; % is set by controls: 0 for no effect and ±100 for the full control effect; nearly all actives have a fitted effect of over 75% in size; some results filed as inactive show a strong effect at the top dose
Target sequence (P49798 whole entry, looked up): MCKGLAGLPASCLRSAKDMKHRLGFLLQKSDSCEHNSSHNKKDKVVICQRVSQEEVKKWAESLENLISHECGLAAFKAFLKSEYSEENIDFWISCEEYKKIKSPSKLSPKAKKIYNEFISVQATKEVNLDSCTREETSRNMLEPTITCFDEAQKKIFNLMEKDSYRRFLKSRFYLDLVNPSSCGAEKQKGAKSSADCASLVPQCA
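MLSMR compounds (23 nl, pin-transferred) preincubated 10 min at room temperature with a 500nM (2x) first reagent, then RGS4 at 900nM (2x) plus Transcreener GDP mix added; fluorescence polarization (620/688 nm) read before and after 90 min at 30 °C.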
ERG-DNA inh = qHTS for Small Molecule Inhibitors of the ERG Ets/DNA interaction. Transcriptional regulator ERG (Homo sapiens), P11308. fluorescence polarization, His-ERG Ets domain / labelled DNA. Potency, µM (series often up to 76.9 µM), without a hit: at the top dose FP activity, negative = inhibition, actives largely listed as inhibitors. 370,000 compounds, 0.028% hits. AID 624246, 2012; active = well fitted inhibition curve with a large enough effect in the polarisation, with a control signal flat; inconclusive = small, poorly fitted or top-dose-only effect, or effect the other way, or a change in a side signal; inactive = no such curve, though single readings can be large or run the other way; the % refers to the polarisation;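 note: polarization taken with two DNA probes labelled with fluorescein and Texas red; potency is the fitted concentration of half-maximal effect; % of control where 0% means no effect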
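His-tagged ERG Ets domain (1 uM in the protein solution; 300mM KCl, 50mM Tris-HCl, 1mM EDTA, 1mM DTT, pH 7.5) received compound, then a probe mix of 5 nM fluorescein-DNA and 100nM Texas-615-DNA. Fluorescence polarization was read for both dyes.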
G9a block = qHTS Assay for Inhibitors of Histone Lysine Methyltransferase G9a | AID 504332, 2011 | 350,000 compounds, 8.8% hits | G9a H3K9 monomethylation, AlphaScreen, 2 h | Potency, µM (highest dose often 102 µM), without a hit: top-dose activity, negative = inhibition, usual class: inhibitors | Histone-lysine N-methyltransferase EHMT2 (Homo sapiens), Q96KQ7; note: potency is the fitted concentration of half-maximal effect; % is set by controls: 0 for no effect and ±100 for the full control effect; nearly all actives have a fitted effect of over 75% in size
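Signal arises when biotinylated H3K9 peptide, once monomethylated, bridges streptavidin donor and antibody-captured acceptor beads. Enzyme at 20 nM was preincubated 15 min with test compounds; peptide 500 nM and SAM 20 uM then reacted for 2 h.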
GLS inhibitor = qHTS for Inhibitors of Glutaminase (GLS). Glutaminase kidney isoform, mitochondrial (Homo sapiens), O94925. GLS enzymatic activity, qHTS titration. Potency, µM (series often up to 45.5 µM), without a hit: top-dose activity change, negative = inhibition, actives largely listed as inhibitors. 410,000 compounds, 0.21% hits. AID 624170, 2012; note: potency is the fitted concentration of half-maximal effect; % is set by controls: 0 for no effect and ±100 for the full control effect
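Compounds were pin-transferred onto hKGA, after which L-glutamine (1 mM solution) and a detection mix of glutamate oxidase, HRP and Amplex Red were added. Initial and 30 min RT fluorescence reads were collected.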
HP1b chromo inh = HTS for Inhibitors of HP1-beta Chromodomain Interactions with Methylated Histone Tails; Chromobox protein homolog 1 (Homo sapiens), P83916; AlphaScreen HP1-beta / biotin-H3K9me3 peptide binding; Potency, µM (doses to about 114 µM), without a hit: at the highest dose activity change, negative = inhibition, most hits filed as inhibitors; 390,000 compounds, 0.56% hits; note: potency is the fitted concentration of half-maximal effect; nearly all actives have a fitted effect of over 70% in size; inactives centre near 23
Target sequence (P83916 whole entry, looked up): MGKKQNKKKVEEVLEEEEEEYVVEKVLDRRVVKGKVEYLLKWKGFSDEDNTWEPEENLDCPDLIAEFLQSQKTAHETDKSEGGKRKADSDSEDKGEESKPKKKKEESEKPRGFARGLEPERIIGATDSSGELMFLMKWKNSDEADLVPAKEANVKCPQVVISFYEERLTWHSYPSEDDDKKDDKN
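AlphaScreen: HP1-beta (50 nM) preformed 30 min with biotin-H3(1-18)K9me3 peptide (50 nM) in PBS pH 7.4, 0.01% Tween-20. Compound added for 30 min at RT, then streptavidin donor/nickel chelate acceptor beads (10 ug/mL) for 30 min.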
PI4K2A inh = qHTS for small molecular inhibitors of PI4K2A; purified PI4K2A, ADP-Glo luminescence, 1 h; stronger effect = lower value; activity change, negative = inhibition, % at 76.9 µM; 420,000 compounds, 0.13% hits; AID 1346378, 2018; in the data active = activity change below about -50%; inconclusive = mostly about -30% to -49%;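 note: -100% = wells without enzyme as full effect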
Target sequence (Q9BTU6 whole entry, looked up): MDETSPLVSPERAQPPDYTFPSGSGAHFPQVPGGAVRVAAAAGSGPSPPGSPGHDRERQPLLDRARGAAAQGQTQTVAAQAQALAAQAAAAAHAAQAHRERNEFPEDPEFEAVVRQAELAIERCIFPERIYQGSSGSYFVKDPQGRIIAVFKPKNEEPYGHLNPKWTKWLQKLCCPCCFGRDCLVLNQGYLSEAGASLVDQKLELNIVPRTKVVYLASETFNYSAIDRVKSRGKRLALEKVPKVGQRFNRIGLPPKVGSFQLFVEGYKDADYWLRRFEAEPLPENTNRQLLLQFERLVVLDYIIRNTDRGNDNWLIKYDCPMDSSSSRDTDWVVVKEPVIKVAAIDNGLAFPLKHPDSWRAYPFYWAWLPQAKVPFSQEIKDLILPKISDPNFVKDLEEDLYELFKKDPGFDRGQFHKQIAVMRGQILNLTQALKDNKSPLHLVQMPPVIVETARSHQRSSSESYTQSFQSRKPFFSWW
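ADP-Glo luminescence measured ADP generated by PI4K2A enzyme (4 ug/mL before mixing) with 1.2 mM PI substrate (pre-mix) and 300 microM ATP (pre-mix). Tris pH7.5 buffer with MgCl2, Triton X-100; 1 h reaction at ambient temperature.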
Active calls of the source: *; ? = inconclusive; . = not tested or not shown; [ ] = dose if it differs, or a comment. Unless noted, calls come from the whole dose curve; as a rule, active = well fitted curve in the direction sought with a large enough effect; inconclusive = small, poorly fitted or top-dose-only effect, or another doubt; inactive = no such curve, though single readings can be large; an effect the other way counts as inactive or inconclusive. A portion of the library (hit frequency here may not be typical).

#	Molecule	12-LOX inh	BAZ2B block	JMJD2A Tudor	RGS4 inh	ERG-DNA inh	G9a block	GLS inhibitor	HP1b chromo inh	PI4K2A inh
1	CC12CCC(C(=O)NNC(=O)c3ccccc3)(OC1=O)C2(C)C (stereo unspecified)	0%	1%	-4%	-9%	10%	53%[activator]	-5%	49%[activator]	-3
2	CCN(c1cccc(C)c1)C1C(=O)c2ccccc2N1C(C)=O (stereo unspecified)	0%	?	-27%	-10%	13%	?	-5%	8%	0
3	CN(CCc1ccccc1)C(=O)c1cccc(NC(=O)Cc2cccc(NC(=O)C3CCCN(C(=O)CCc4ccccc4)C3)c2)c1 (stereo unspecified)	?	.	-12%	-22%	10%	.	-7%	31%	-1
4	COc1ccc(C(C)=O)cc1CSc1nc2cc(Cl)ccc2o1	0%	10%	63%[activator]	?	1%	78%[activator]	-1%	119%	6
5	Cc1cc(Br)c2c(c1)/C(=C/C(=O)c1cccs1)C(=O)N2	?	?	-32%	?	13%	?	0%	5%	0
6	Cc1cc(C)c(S(=O)(=O)n2ccc3ccccc32)c(C)c1	1%	254%[activator]	128%[activator]	15%	-18%	166%[activator]	5%	186%[activator]	3
7	Cc1cc2nc(C3CCN(C(=S)NCC(C)C)CC3)[nH]c2cc1C	-12%	2%	-18%	0%	6%	?	5%	26%	1
8	Cc1c(C(=N)C(C#N)C#N)c(=N)oc2c1ccc1ccccc12	124%[activator]	-14%	-22%	-15%	-17%	?	-4%	20%	-4
9	O=C(NC1CCC(O)CC1)c1ccc(-c2ccc(Cl)cc2)o1 (stereo unspecified)	-19%	-32%	-26%	17%	5%	?	-2%	15%	2
10	CC(=O)O/N=C/c1c(C)c(C=O)n2ccccc12	-22%	?	-35%	-15%	-2%	-43%	0%	31%	-7

Part of the list above in order of heavy-atom count, lowest first:
#	Molecule	12-LOX inh	BAZ2B block	JMJD2A Tudor	RGS4 inh	ERG-DNA inh	G9a block	GLS inhibitor	HP1b chromo inh	PI4K2A inh
6	Cc1cc(C)c(S(=O)(=O)n2ccc3ccccc32)c(C)c1	1%	254%[activator]	128%[activator]	15%	-18%	166%[activator]	5%	186%[activator]	3
9	O=C(NC1CCC(O)CC1)c1ccc(-c2ccc(Cl)cc2)o1 (stereo unspecified)	-19%	-32%	-26%	17%	5%	?	-2%	15%	2
8	Cc1c(C(=N)C(C#N)C#N)c(=N)oc2c1ccc1ccccc12	124%[activator]	-14%	-22%	-15%	-17%	?	-4%	20%	-4

(list continues)
#	Molecule	12-LOX inh	BAZ2B block	JMJD2A Tudor	RGS4 inh	ERG-DNA inh	G9a block	GLS inhibitor	HP1b chromo inh	PI4K2A inh
11	COc1ccc(S(=O)(=O)NCCc2c[nH]c3ccc(C)cc23)cc1	-11%	?	-17%	-30%	-2%	4%[59 µM]	2%	3%	-5
12	C=CCn1c(COc2ccccc2C)nnc1SCC(=O)O	0%	4%	-21%	-1%	2%	-44%[59 µM]	-10%	37%	1
13	Cc1cc(C)nc(N/N=C/c2cc(Br)ccc2O)n1	0%	-19%	-32%	-8%	-3%	11%	-5%	46%[activator]	-10
14	COc1ccccc1-c1nnc(-c2ccc(N3CCOCC3)cc2)o1	?	-3%	-6%	-38%	-4%	-5%[59 µM]	18%	41%[activator]	2
15	CCCCN1C(=N)N([C@@H](CCC)CN2CCC[C@H]2CN2C(N)=NC[C@@H]2Cc2ccccc2)C[C@H]1Cc1ccccc1	?	.	-36%	-4%	12%	.	2%	19%	7
16	Cc1nc(-n2nc(C)c(Cc3ccc(Cl)cc3)c2C)sc1C(=O)N1CCC(C)CC1	0%	-3%	-10%	8%	1%	-4%[59 µM]	4%	31%	1
17	COc1nc(N(C#N)CC(N)=O)nc(N2CCCC2)n1	2%	2%	29%	8%	0%	5%[59 µM]	1%	25%	5
18	CCC(=O)Nc1c(-c2ccc(OC)cc2)c(=O)c2ccccc2n1C	-17%	0%	-6%	1%	-5%	0%[12.7 µM]	0%	68%[activator]	-5
19	COc1ccc(/C=C/C(=O)OCC(=O)N2CCCC2)c(OC)c1	-5%	4%	-12%	7%	.	11%[2.33 µM]	11%	12%	4
20	CCN1C(=O)C2C(c3cccc(F)c3)NC(CC)(C(=O)OC)C2C1=O (stereo unspecified)	6%	-3%	-14%	2%	0%	?	8%	24%	-1
21	COc1ccccc1N(CN1CCCC1=O)C(=O)c1ccccc1F	5%	1%	-13%	18%	-7%	18%[2.33 µM]	0%	21%	5
22	O=C(c1ccccc1NS(=O)(=O)c1cccs1)N1CCOCC1	-5%	-3%	7%	-11%	-1%	8%[59 µM]	16%	36%	-1
23	O=C(Cc1csc2ccccc12)NCc1ccccc1F	-22%	0%	-10%	-9%	-1%	4%[59 µM]	3%	23%	-6
24	COc1ccc2nc3sc(C(=O)N4CCN(c5ccccc5)CC4)cc3cc2c1	-7%	-2%	-9%	14%	-1%	-3%[59 µM]	-7%	12%	-4
25	CCOC(=O)CSc1nc2ccccc2c(=O)n1CC1CCCO1 (stereo unspecified)	-5%	4%	11%	-13%	-10%	26%	-3%	31%	5
26	Cc1cccc2cc(CN(CC3CCCO3)C(=O)c3cnccn3)c(=O)[nH]c12 (stereo unspecified)	0%	4%	-10%	-5%	-12%	-9%[59 µM]	8%	3%	6
27	O=C(COC(=O)c1ccco1)Nc1ccc(Cl)cn1	?	.	-12%	-11%	-5%	.	3%	2%	-4
28	Cc1ccc(Nc2c(-c3c[nH]c4ccccc34)nc3ccccn23)cc1	?	18µM*	22µM*	-20%	-5%	28µM*	16%	?	2
29	O=C(Nc1ccc2nn(-c3ccccc3)nc2c1)c1ccc2c(c1)OCO2	?	-37%	?	?	-10%	-5%[12.7 µM]	-3%	21%	-6
30	CCCCNC(=O)CSc1nnc(-c2c[nH]c3ccccc23)n1CC1CCCO1 (stereo unspecified)	6%	-12%	-21%	18%	5%	19%[12.7 µM]	7%	11%	-1
31	O=C(CN1C(=O)NC2(CCCCCCC2)C1=O)NCc1ccc(Cl)cc1	-4%	.	-8%	-5%	2%	.	0%	36%	-2
32	CC(/C=C/c1ccco1)=N\NC(=O)c1cc(C)[nH]n1	7%	-9%	-26%	-31%	0%	50µM*	8%	14%	-14
33	COC(=O)CN1C(=S)N(C)C(=O)/C1=C/c1cccs1	-19%	-19%	-12%	4%	-2%	-1%	0%	34%	-2
34	CCN(Cc1ccccc1)C(=O)C1CCN(CC2CC=CCC2)CC1 (stereo unspecified)	?	?	3.2µM*	-1%	-4%	7.9µM*	-3%	?	3
35	COc1cccc(C(C#N)NCCCNC(C#N)c2cccc(OC)c2OC)c1OC (stereo unspecified)	2%	.	-3%	-14%	.	.	-1%	42%[activator]	8
36	NC(=O)NC(CC(=O)NNC(=O)c1ccccn1)c1ccccc1Cl (stereo unspecified)	23%	4%	-16%	5%	-7%	14%[12.7 µM]	-5%	45%[activator]	-1
37	COc1ccc(/C(N)=N/OC(=O)C2CCC(=O)N2S(=O)(=O)c2ccc(C)cc2)cc1 (stereo unspecified)	8%	8%	-10%	25%	6%	-6%[59 µM]	11%	9%	2
38	COC(=O)CNC(=O)c1cc(-c2ccncc2)nc2ccc(C)cc12	0%	-15%	-11%	-34%	-11%	-8%	-3%	27%	-4
39	C/C(Cn1nc([N+](=O)[O-])cc1C)=N\NC(=O)c1ccc(C(C)(C)C)cc1	3%	-2%	?	-4%	-5%	-8%	0%	27%	-2
40	OC(CCN1CCC2(CC1)OCCO2)C(F)(F)F (stereo unspecified)	4%	5%	-2%	4%	27%	10%	2%	12%	1
41	Cc1ccc(C2=CC(c3ccccc3F)n3c(nc4ccccc43)N2)cc1C (stereo unspecified)	?	15%	13%	0%	-2%	?	-25%	79%[activator]	-21
42	O=C(NCCc1ccc(Cl)cc1)c1ccc(CS(=O)(=O)Cc2ccccc2F)o1	-20%	-1%	-11%	-7%	0%	5%[59 µM]	-1%	32%	1
43	Cc1ccc(-n2ncc(C(=O)N3CCN(C4CCCCC4)CC3)c2C2CCN(C(=O)OC(C)(C)C)CC2)cc1	-12%	6%[57.1 µM]	-12%	4%	0%	-15%[59 µM]	-1%	15%	0

Of the compounds above, these contain bromine:
#	Molecule	12-LOX inh	BAZ2B block	JMJD2A Tudor	RGS4 inh	ERG-DNA inh	G9a block	GLS inhibitor	HP1b chromo inh	PI4K2A inh
5	Cc1cc(Br)c2c(c1)/C(=C/C(=O)c1cccs1)C(=O)N2	?	?	-32%	?	13%	?	0%	5%	0
13	Cc1cc(C)nc(N/N=C/c2cc(Br)ccc2O)n1	0%	-19%	-32%	-8%	-3%	11%	-5%	46%[activator]	-10
